JMJD2A Tudor inh: qHTS Assay for Inhibitors of JMJD2A-Tudor Domain | AID 504339, 2011 | Potency, µM (highest dose often 114 µM), without a hit: at the top dose activity change, negative = inhibition, usual class: inhibitors | AlphaScreen JMJD2A-Tudor / H3K4me3 peptide binding | 390,000 tested, 4.4% active | Lysine-specific demethylase 4A (Homo sapiens), O75164; further: on the % scale 0 is the no-effect control and ±100 the full control effect; nearly all actives have a fitted effect of over 50% in size
POLB inh: qHTS Assay for Inhibitors of DNA Polymerase Beta. 340,000 tested, 1.3% active. Pol beta primer extension/strand displacement, fluorescence kinetic. P06746. AID 485314, 2010. Potency, µM (highest dose often 114 µM), for inactives: top-dose activity change, negative = inhibition, hits mostly inhibitors; further: on the % scale 0 is the no-effect control and ±100 the full control effect
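Preincubation: enzyme (10 nM) with compound, 15 min, RT. Reaction: substrate added to 50 nM final. Reads: 0 and 10 min. Analysis: normalized, Hill fit.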
BLM helicase inh: qHTS Assay for Inhibitors of Bloom's syndrome helicase (BLM). RecQ-like DNA helicase BLM (Homo sapiens), P54132. recombinant BLM DNA unwinding, fluorescence dequenching. Potency, µM (highest dose often 56.1 µM), inactives show at the top dose activity change, negative = inhibition, most hits filed as inhibitors. 350,000 tested, 0.2% active;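 further: plate controls were vehicle for no effect and no enzyme for full effect; nearly all actives have a fitted effect of over 35% in size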
Target sequence (P54132 whole entry, looked up): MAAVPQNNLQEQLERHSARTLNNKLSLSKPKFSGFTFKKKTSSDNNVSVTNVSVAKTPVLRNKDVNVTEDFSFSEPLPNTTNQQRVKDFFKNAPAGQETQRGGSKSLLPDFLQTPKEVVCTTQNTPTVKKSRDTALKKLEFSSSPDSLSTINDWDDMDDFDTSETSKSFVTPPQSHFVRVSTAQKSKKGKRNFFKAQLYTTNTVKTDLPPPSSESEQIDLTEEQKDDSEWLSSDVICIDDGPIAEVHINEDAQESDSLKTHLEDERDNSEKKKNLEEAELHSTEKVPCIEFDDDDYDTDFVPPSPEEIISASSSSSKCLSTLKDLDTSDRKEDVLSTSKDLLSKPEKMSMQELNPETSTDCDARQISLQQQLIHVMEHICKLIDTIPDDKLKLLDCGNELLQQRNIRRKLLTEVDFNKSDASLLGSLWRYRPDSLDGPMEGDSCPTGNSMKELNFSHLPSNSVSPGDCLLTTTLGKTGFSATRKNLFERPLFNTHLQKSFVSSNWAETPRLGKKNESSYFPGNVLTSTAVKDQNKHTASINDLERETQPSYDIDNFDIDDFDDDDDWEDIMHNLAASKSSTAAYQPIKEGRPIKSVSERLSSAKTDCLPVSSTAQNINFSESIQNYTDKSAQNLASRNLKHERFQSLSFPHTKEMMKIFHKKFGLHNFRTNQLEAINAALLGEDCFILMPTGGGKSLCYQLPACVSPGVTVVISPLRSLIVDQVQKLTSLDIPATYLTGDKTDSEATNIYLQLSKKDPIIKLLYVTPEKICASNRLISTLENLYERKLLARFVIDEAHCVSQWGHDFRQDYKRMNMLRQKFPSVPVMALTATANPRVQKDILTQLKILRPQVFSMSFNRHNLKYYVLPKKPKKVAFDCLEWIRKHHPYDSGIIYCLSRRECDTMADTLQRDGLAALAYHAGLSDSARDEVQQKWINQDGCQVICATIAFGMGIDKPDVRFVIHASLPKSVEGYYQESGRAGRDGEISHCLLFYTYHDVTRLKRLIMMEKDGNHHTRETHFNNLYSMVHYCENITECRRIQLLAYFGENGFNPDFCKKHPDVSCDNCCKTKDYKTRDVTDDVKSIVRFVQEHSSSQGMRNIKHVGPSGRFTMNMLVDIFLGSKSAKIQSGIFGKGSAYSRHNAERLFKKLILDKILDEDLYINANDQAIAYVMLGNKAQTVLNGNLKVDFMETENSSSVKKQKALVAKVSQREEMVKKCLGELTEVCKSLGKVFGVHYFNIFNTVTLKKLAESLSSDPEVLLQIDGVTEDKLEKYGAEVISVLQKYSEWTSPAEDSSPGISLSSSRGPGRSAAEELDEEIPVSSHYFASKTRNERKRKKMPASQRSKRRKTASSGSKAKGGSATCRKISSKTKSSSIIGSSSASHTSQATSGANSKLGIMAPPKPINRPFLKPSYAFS
APE1 inh: qHTS Assay for Inhibitors of the Human Apurinic/apyrimidinic Endonuclease 1 (APE1). DNA repair nuclease/redox regulator APEX1 (Homo sapiens), P27695. recombinant APE1, TAMRA/BHQ-2 abasic DNA cleavage fluorescence. Potency, µM (series often up to 65.8 µM), without a hit: at the top dose activity change, negative = inhibition, actives largely listed as inhibitors. 350,000 tested, 0.35% active;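 further: plate controls were vehicle for no effect and reference inhibitor for full effect; nearly all actives have a fitted effect of over 55% in size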
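Incision of a quenched TAMRA/BHQ-2 THF abasic-site duplex (50 nM) by 0.75 nM APE1, after 15 min compound preincubation, measured as fluorescence increase over three 60 s reads. Values normalized to buffer, DMSO and NSC13755 control wells.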
BAZ2B inh: qHTS Assay for Inhibitors of BAZ2B | Bromodomain adjacent to zinc finger domain protein 2B (Homo sapiens), Q9UIF8 | AlphaScreen BAZ2B-H3K14Ac peptide displacement | Potency, µM (titrated, usually from 114 µM), inactives show at the highest dose activity change, negative = inhibition, actives largely listed as inhibitors | 360,000 tested, 4.4% active | AID 504333, 2011; further: on the % scale 0 is the no-effect control and ±100 the full control effect; nearly all actives have a fitted effect of over 60% in size
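Inhibition is scored as reduced AlphaScreen emission. The BAZ2B/b-H3(5-23)K14Ac complex (50 nM each) in PBS pH 7.4, 0.01% Tween-20 meets compound (up to 110 uM) for 30 min at RT before bead addition.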
G9a inh: qHTS Assay for Inhibitors of Histone Lysine Methyltransferase G9a | Histone-lysine N-methyltransferase EHMT2 (Homo sapiens), Q96KQ7 | G9a H3K9 monomethylation, AlphaScreen, 2 h | Potency, µM (doses to about 102 µM), inactives show at the top dose activity, negative = inhibition, usual class: inhibitors | 350,000 tested, 8.8% active; further: on the % scale 0 is the no-effect control and ±100 the full control effect; nearly all actives have a fitted effect of over 75% in size
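Quantitative HTS format: methyltransferase activity on a biotin-tagged H3K9 peptide is measured by AlphaScreen, using a rabbit anti-monomethyl-H3K9 antibody with streptavidin donor and anti-IgG acceptor beads. Final levels are 20 nM enzyme, 500 nM peptide, 20 uM SAM; 2 h RT.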
Pol kappa inh: qHTS for Inhibitors of Polymerase Kappa | Potency, µM (highest dose often 107 µM), without a hit: at the highest dose activity, negative = inhibition, usual class: inhibitors | purified Pol kappa, fluorescent DNA synthesis assay, 10 min | DNA polymerase kappa (Homo sapiens), Q9UBT6 | AID 588579, 2011 | 400,000 tested, 0.53% active; further: on the % scale 0 is the no-effect control and ±100 the full control effect
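Kinetic fluorescence screen: compound preincubated 15 min RT with 10 nM enzyme; 50 nM substrate (final) initiates; reads at 0/10 min.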
Pol iota inh: qHTS for Inhibitors of Polymerase Iota; DNA polymerase iota (Homo sapiens), Q9UNA4; Pol iota fluorescent replication assay, 10 min; Potency, µM (series often up to 115 µM), without a hit: top-dose activity, negative = inhibition, usual class: inhibitors; 390,000 tested, 1% active; AID 588590, 2011
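Pol iota at 10 nM preincubated 15 min with compounds at room temperature; reaction started with fluorescent substrate, 50 nM final. Fluorescence read kinetically at 0 and 10 min; buffer-only wells as negative control.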
POLH inh: qHTS for Inhibitors of Polymerase Eta; DNA polymerase eta (Homo sapiens), Q9Y253; recombinant Pol eta, fluorescent DNA replication assay; Potency, µM (titrated, usually from 114 µM), without a hit: at the top dose activity change, negative = inhibition, most hits filed as inhibitors; 390,000 tested, 1.2% active; AID 588591, 2011; further: on the % scale 0 is the no-effect control and ±100 the full control effect
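Pol eta (10 nM) was preincubated with compounds for 15 min at room temperature, after which fluorescent replication substrate (50 nM final) was added to start the reaction. Fluorescence was read kinetically at 0 and 10 min.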
* hit, by the source's call; ? = inconclusive; . = not tested or not shown; & = joins results of further samples; [ ] = another dose, or the depositor's remark. The call rests on the fitted dose curve; in most records, active means well fitted curve in the direction sought with a large enough effect; inconclusive means small, poorly fitted or top-dose-only effect, or another doubt; inactive means no such curve, though single readings can be large; an effect the other way counts as inactive or inconclusive. Potency means the concentration at half of the fitted maximal effect.

The line under a structure holds: Pol kappa inh | APE1 inh | JMJD2A Tudor inh | BAZ2B inh | POLH inh | BLM helicase inh | Pol iota inh | POLB inh | G9a inh
#1 CC(C)C[C@H](CO)N(Cc1ccccc1)S(=O)(=O)N(Cc1ccccc1)[C@@H](CO)CC(C)C
→ -24.2%&-23.3% | -29.6% | -19.0% | . | -23.5% | . | ? | . | .
#2 Cc1sc2c(c1C)c(=O)n(-c1ccc(Cl)cc1)c(=O)n2Cc1cc(=O)n2cc(Br)ccc2n1
→ -7.3% | . | -9.2% | 0.8% | -10.3% | -0.9% | -9.8% | -9.1% | -4.3%[59 µM]
#3 COc1ccc(-c2cc(C(=O)OCC(=O)NC(C)(C)C)c3ccccc3n2)cc1
→ . | ? | . | 3.3% | . | 1.8% | . | -6.4% | 89.2%[activator]
#4 CCOc1ccc(NC(=O)c2c(NC(=O)CN3CCCC3)sc3c2CCC3)cc1
→ -9.2% | -5.0% | -15.2% | ? | -21.1% | -4.2% | 19.5% | 10.0% | -12.0%
#5 CCn1c(NC(=O)c2nn(C)cc2Br)nc2ccccc21
→ 0.1% | -0.7% | -5.7%[57.1 µM] | -6.3% | -17.4% | -6.9% | 6.1% | 18.3% | 21.8%
#6 COc1ccc(C(=O)N/C(=C/c2ccc(Cl)cc2)C(=O)Nc2ccc(C(=O)O)cc2)cc1
→ -10.3% | 14.8% | -10.2% | -13.7% | -15.7% | 0.9% | 20.8% | ? | ?
#7 O=C(Cc1ccccc1)Nc1cc([N+](=O)[O-])ccc1N1CCOCC1
→ 5.5% | -1.7% | -7.3% | -14.7% | -5.3% | -10.2% | 57.5%[activator] | -1.1% | 21.5%[12.7 µM]
#8 CC(=O)N1CCN(C(=O)c2cc(-c3cccc4ccccc34)nc3ccccc23)CC1
→ -5.1% | 19.4% | -10.3% | -16.7% | -17.9% | -2.1% | 12.5% | 29.6% | -11.2%
#9 COC(=O)c1ccc(-c2ccc(CNCC(O)c3ccccc3)o2)cc1 (stereo unspecified)
→ -3.1% | -0.1% | -14.0% | 7.8% | -13.1% | -4.0% | -14.3% | 1.7% | 15.0%[12.7 µM]
#10 CCN(C(=O)CSc1nnc(-c2ccncc2)o1)c1ccccc1
→ 2.7% | -0.2% | -15.1% | -3.5% | -4.2% | -2.4% | -9.4% | 68.9% | .
#11 CCN(CC(=O)Nc1ccccc1OC)C(=O)CC1CCCC1
→ 1.5% | 19.2% | -4.9% | . | -8.4% | . | 16.9% | . | .
#12 COc1ccc(N2CCC(CNC(=S)Nc3cccc(OC)c3)C2)cc1 (stereo unspecified)
→ . | -1.6% | . | 15.8µM* | . | 1.8% | . | 2.1% | ?
#13 Cc1ccc(S(=O)(=O)N2CCOCC2)cc1NC(=O)CNCc1ccc(Cl)cc1Cl
→ 4.8% | -5.1% | -17.4% | . | -16.4% | . | 29.2% | . | .
#14 COc1cccc(-n2c(SCC(=O)c3ccc(Cl)cc3)nc3c([nH]c4ccccc43)c2=O)c1
→ -5.7%[60.1 µM] | . | -10.3% | -11.8% | -0.2% | -3.9% | 16.7% | -2.2% | 9.0%[59 µM]
#15 COc1nccnc1NS(=O)(=O)c1ccc(NC(=O)c2ccc(F)cc2)cc1
→ -14.0% | -13.1% | -15.0% | -4.5% | -9.8% | 0.1% | 19.9% | -1.3% | 9.9%
#16 Cn1cccc1C(=O)NC(=O)COC(=O)c1ccc(O)cc1
→ -6.6% | -2.9% | -12.0% | -1.1% | 7.8% | -3.2% | 21.0% | 10.3% | -27.6%[59 µM]
#17 c1cnc2ccc3c(c2c1)COCO3
→ -3.5% | . | -4.9% | . | -1.3% | . | 8.0% | . | .
#18 CCOC(=O)COc1ccc(Oc2nc(C)cc(OC)n2)nn1
→ -4.1% | -3.8% | 7.7% | 7.9% | -4.6% | -2.3% | 0.3% | 2.0% | 15.3%
#19 CCNC(=O)CN(c1ccc(OC)c(OC)c1)S(=O)(=O)c1ccccc1
→ 5.8% | 0.0% | 3.2% | -1.1% | -4.3% | -0.7% | 23.2% | -19.5% | 7.0%[12.7 µM]
#20 Cc1ccccc1NC(=O)CN1C(=O)N/C(=C\c2ccc(N3CCOCC3)c(F)c2)C1=O
→ -16.4% | 11.4% | -11.7% | -5.6% | 3.8% | -16.6% | 109.8%[activator] | ? | .

A different layout for some results above.
(9) COC(=O)c1ccc(-c2ccc(CNCC(O)c3ccccc3)o2)cc1 (stereo unspecified)
(19) CCNC(=O)CN(c1ccc(OC)c(OC)c1)S(=O)(=O)c1ccccc1
(4) CCOc1ccc(NC(=O)c2c(NC(=O)CN3CCCC3)sc3c2CCC3)cc1
Assay by compound	9	19	4
Pol kappa inh	-3.1%	5.8%	-9.2%
APE1 inh	-0.1%	0.0%	-5.0%
JMJD2A Tudor inh	-14.0%	3.2%	-15.2%
BAZ2B inh	7.8%	-1.1%	?
POLH inh	-13.1%	-4.3%	-21.1%
BLM helicase inh	-4.0%	-0.7%	-4.2%
Pol iota inh	-14.3%	23.2%	19.5%
POLB inh	1.7%	-19.5%	10.0%
G9a inh	15.0%[12.7 µM]	7.0%[12.7 µM]	-12.0%

Remaining list, next part:
The line under a structure holds: Pol kappa inh | APE1 inh | JMJD2A Tudor inh | BAZ2B inh | POLH inh | BLM helicase inh | Pol iota inh | POLB inh | G9a inh
#21 Cc1ccc(NC(=O)c2sc3nc(N4CCOCC4)c4c(c3c2N)CC(C)(C)OC4)cc1
→ 0.6% | 74.1%[activator] | -10.7% | 30.5%[activator] | -20.0% | -6.0% | 10.9% | 14.5% | 0.5%[59 µM]
#22 CCN(CC)S(=O)(=O)c1ccc(NS(=O)(=O)c2ccc3oc(=O)[nH]c3c2)cc1
→ -15.5% | 1.6% | -14.0% | -14.8% | -7.4% | -8.1% | -16.0% | 9.6% | ?
#23 CN(CC(=O)NCCc1ccc(F)cc1)CC(=O)Nc1ccc(F)c(F)c1F
→ -14.7% | 0.1% | -4.8% | 8.0% | 1.5% | . | 21.9% | . | -24.2%
#24 Cc1ccc(C)c(S(=O)(=O)N2CCN(C(=O)c3ccc(C)s3)CC2)c1
→ -16.4% | -2.7% | -11.0% | 1.0% | -20.4% | -4.2% | 19.4% | 3.0% | 13.2%
#25 CC(=O)C1C(c2ccncc2)NC(=O)NC1(O)C(F)(F)F (stereo unspecified)
→ -11.1% | -4.6% | -16.1% | 0.0% | -4.5% | -5.9% | 1.7% | -6.7% | -6.2%[59 µM]
#26 COc1ccc(NC(=O)Cc2nnc(SCC(=O)NC3=NCCS3)n2C)cc1
→ 4.4% | 28.7% | 0.4% | -18.3% | -12.4% | -0.5% | 63.6%[activator] | 23.5% | -21.0%
#27 COc1ccccc1CNC(=O)c1ccc2nc(-c3ccccc3)c(-c3ccccc3)nc2c1
→ -2.2%[60.1 µM] | . | -19.3% | -1.5% | -17.1% | -5.3% | 26.5% | -0.7% | -3.2%[59 µM]
#28 Cc1cccc(N2CCN(C(=O)Cn3c(=O)c4cccn4c4ccc(F)cc43)CC2)c1C
→ 5.6% | . | -11.5% | -12.3% | -0.3% | -5.2% | 13.3% | 30.6% | -23.5%[59 µM]
#29 COc1cc([C@@H]2CC=C(C(=O)O)[C@H](c3ccc(C)cc3)N2S(=O)(=O)c2ccc(C)cc2)cc(OC)c1OC
→ 0.9% | 23.8% | -2.1% | . | -14.1% | . | 23.5% | . | .
#30 Cc1occc1-c1nnc(SCC(=O)Nc2nccs2)n1CCc1ccccc1
→ 0.0% | -1.7% | -9.2%[11.4 µM] | -34.1% | -7.8% | -4.9% | ? | -10.6% | 20.3%[59 µM]
#31 CON(C)c1nc(Oc2ccc(=O)[nH]n2)nc(N(C)C)n1
→ -1.8% | -4.9% | -23.4% | 19.8% | -13.3% | 2.7% | 11.1% | 2.2% | -0.7%[12.7 µM]
#32 CCCCNC(=O)c1c(N)n(/N=C/c2ccccn2)c2nc3ccccc3nc12
→ . | 2.6% | . | -14.4% | . | -3.0% | . | 1.6% | -29.7%
#33 Cc1ccc(NC(=O)Cn2cc(S(=O)(=O)c3ccc(F)cc3)c(=O)c3cc4c(cc32)OCO4)cc1
→ -24.6% | . | -22.8% | -5.5% | -2.4% | 0.6% | 12.5% | -13.5% | 12.9%[59 µM]
#34 COc1cccc(CN(C)C(=O)c2cc(-c3ccc(F)cc3)nc3ccccc23)c1
→ -14.8% | -5.7% | 9.6% | ? | -19.8% | -4.5% | -8.9% | ? | ?
#35 COc1ccc(/C=C(/NC(=O)c2ccccc2OC)C(=O)Nc2ccc(C(=O)O)cc2)cc1
→ -9.9% | -9.7% | -3.4% | ? | -11.8% | -16.9% | 13.2% | -15.3% | ?
#36 COc1ccc(C(=O)C(C)OC(=O)CNC(=O)C2CCCCC2)cc1 (stereo unspecified)
→ -4.5%&2.5% | 4.3% | -10.0%[57.1 µM] | . | -17.1% | . | 12.2%&0.7% | . | .
#37 COc1ccc(NC(=O)CNS(=O)(=O)c2cccs2)c(OC)c1
→ -12.0%[60.1 µM] | 7.6% | 0.6%&-5.0% | -1.4%&-2.9% | -6.4%&-7.3% | -1.7%&-0.6% | -3.6%&-27.8% | 50.0%&-20.7% | 7.9%[59 µM]
#38 CC(C)(C)C(=O)Nc1ccc(C(=O)COC(=O)C2CC2)cc1
→ 3.8% | -3.3% | -6.9% | 2.3% | 1.2% | . | 29.1% | . | -26.3%
#39 O=[N+]([O-])C(/C=C(\Cl)[N+](=O)[O-])=C(N1CCCCC1)N1CCCCC1
→ -3.0% | 0.6% | -11.8% | -18.5% | -5.7% | -10.7% | 27.6% | 24.7% | ?
#40 CN(C(=O)COC(=O)c1ccccc1C(=O)N(C)c1ccccc1)c1ccccc1
→ -0.2% | 45.7%[activator] | 3.7% | -17.9% | -24.2% | -0.3% | 34.8%[activator] | 28.7% | 41.4%

High-throughput results from PubChem BioAssay.

The list is partial, so the mix of outcomes need not match the whole.
